Compound activity deposited in PubChem by Johns Hopkins Ion Channel Center.
ANO1 activ: TMEM16A chloride channel activators or potentiators, primary screen, cell-based, HTS | actives 0.3% (n = 340,000) | HEK293 TMEM16A/YFP-H148Q/I152L, iodide quench fluorescence; stronger effect = lower value | Anoctamin-1 (Mus musculus), Q8BHY3 | AID 623877, 2012 | B-score at 10 µM;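 active means fluorescence-ratio B-score plate-corrected deviation score at least 3 library SD below zero, with starting fluorescence score within 5 deviations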;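 further: channel opened by trigger with iodide after compound preincubation; score built on the fluorescence ratio of max minus min over baseline; more negative score means more quench and so TMEM16A activation or potentiation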
TMEM16A inh: TMEM16A chloride channel inhibitors, primary screen, cell-based, HTS. normalized B-score (activity score, 25-100; higher = stronger inhibition) at 10 µM. actives 1.2% (n = 310,000). HEK293 TMEM16A/YFP iodide influx fluorescence, ionomycin. Anoctamin-1 (Mus musculus), Q8BHY3;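 active means ratio plate-corrected score three or more library SD toward inhibition, starting fluorescence score within five deviations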;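 further: score derived from kinetic fluorescence span divided by baseline fluorescence per well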
RGS4 pot: RGS4 potentiators or activators, primary screen, cell-based, HEK293 M3R inducible RGS4, calcium flux; actives 0.92% (n = 310,000); B-score at 10 µM; carbachol calcium flux Fluo4; stronger effect = lower value; AID 463111, 2010;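 active means B-score of the integrated calcium signal more than 4 SD below the library mean, with starting fluorescence not abnormally high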;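 further: negative B-score means reduced calcium response which marks RGS4 activation or potentiation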
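Assay system: HEK293 FlpIn-TREx cells, stable M3R, doxycycline-inducible RGS4 / Probe or stimulus: carbachol, ECmax concentration / Times: overnight RGS4 induction, 30 min dye load 37 °C, 20 min compound RT / Signal: kinetic calcium fluorescence imaging with Fluo4-AM dye, 2 µM / Measure: Agonist-evoked peak-minus-minimum fluorescence over baseline, integrated ratio, B score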
KCNK9 inh: KCNK9 potassium channel inhibitors, primary screen, HEK293 cells, thallium flux; FluxOR thallium flux fluorescence; stronger effect = lower value; Potassium channel subfamily K member 9 (Homo sapiens), Q9NPC2; actives 1.2% (n = 310,000); B-score at 10 µM;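 active means ratio B-score over 3 SD below the library mean, with starting fluorescence within 5 SD of its mean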;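 further: negative B-score means less thallium flux so channel inhibition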
KCNQ1 act: potentiators or activators of KCNQ1 channel, primary screen, cell-based, thallium flux, high-throughput | Potassium voltage-gated channel subfamily KQT member 1 (Homo sapiens), P51787 | CHO-K1 KCNQ1, thallium flux FluxOR fluorescence; stronger effect = higher value | B-score at 10 µM | actives 0.35% (n = 310,000) | AID 2648, 2010;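 active means fluorescence ratio B-score, a plate-corrected score, at least three library SD, with initial intensity B-score within 5 SD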
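Assay system: CHO-K1 cells stably expressing KCNQ1; Medium: assay buffer with matched DMSO; Also added: K+/Tl+ depolarizing stimulus; Dosing: single dose; Timing: dye 90 min, compound 20 min, room temperature; Measured by: kinetic FluxOR thallium fluorescence, 10-s 1-Hz baseline, 110-s post-stimulus read; Read-out: peak-minus-minimum fluorescence over initial fluorescence, negative-control normalized, B-scored.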
KCNQ1 inh: inhibitors of human KCNQ1 channel, primary screen, cell-based, thallium flux, high-throughput; Potassium voltage-gated channel subfamily KQT member 1 (Homo sapiens), P51787; CHO-K1 KCNQ1, FluxOR thallium flux fluorescence; stronger effect = higher value; B-score at 10 µM; actives 1.3% (n = 310,000); AID 2642, 2010;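 active means compounds whose thallium flux B-score, printed positive for inhibition, exceeds three library SD while starting fluorescence stays within three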;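 further: channel opened by potassium depolarization with thallium stimulus after 20 min compound exposure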
KCNK3 inh: human KCNK3 channel inhibitors, primary screen, CHO cells, FluxOR thallium flux, B-score | FluxOR fluorescence; stronger effect = lower value | B-score at 10 µM | actives 0.84% (n = 340,000) | Potassium channel subfamily K member 3 (Homo sapiens), O14649;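 active means B-score under library mean minus 4 SD, starting fluorescence ratio at most library mean plus 5 SD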;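 further: more negative B-score means stronger inhibition of thallium flux through KCNK3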
Target sequence (O14649 whole entry, looked up): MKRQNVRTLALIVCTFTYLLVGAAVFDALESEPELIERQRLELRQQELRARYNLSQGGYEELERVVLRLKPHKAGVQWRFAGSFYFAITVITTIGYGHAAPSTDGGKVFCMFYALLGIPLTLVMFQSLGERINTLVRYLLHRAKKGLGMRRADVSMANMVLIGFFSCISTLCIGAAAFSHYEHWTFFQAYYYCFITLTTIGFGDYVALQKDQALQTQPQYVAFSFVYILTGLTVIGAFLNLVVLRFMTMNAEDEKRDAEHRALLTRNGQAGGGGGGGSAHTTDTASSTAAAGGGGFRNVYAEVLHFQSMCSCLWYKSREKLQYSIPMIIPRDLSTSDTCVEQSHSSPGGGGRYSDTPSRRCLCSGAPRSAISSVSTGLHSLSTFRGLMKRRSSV
hERG protect: hERG rescue from dofetilide block, primary screen, cell-based, CHO-hERG, FluxOR thallium flux, dofetilide IC70; Voltage-gated inwardly rectifying potassium channel KCNH2 (Homo sapiens), Q12809; dofetilide IC70 present; activation (rescue from dofetilide block), less the hit threshold, % at 10 µM; actives 0.51% (n = 310,000); AID 1511, 2009;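 active means activation above the mean of controls blocked by dofetilide plus 5 SD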;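 further: thallium influx through hERG after potassium depolarization seen as dye fluorescence rise; in these data hits start at about 4.7%; inactives centre near -7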
RGS4 block: RGS4 inhibitors, primary screen, cell-based, HEK293 M3R inducible RGS4, calcium flux. Regulator of G-protein signaling 4 (Homo sapiens), P49798. Fluo-4 calcium flux; stronger effect = higher value; triggered by carbachol at its EC20. B-score at 10 µM. actives 0.45% (n = 310,000). AID 463165, 2010;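 active means B-score, a plate-corrected calcium signal, over three deviations above library mean, with baseline fluorescence within five deviations of library mean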;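 further: RGS4 expression induced by doxycycline in cells with stable M3 receptor; B-score is computed from the integrated fluorescence ratio over baseline after carbachol; higher B-score means a larger calcium signal and so more RGS4 inhibition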
Target sequence (P49798 whole entry, looked up): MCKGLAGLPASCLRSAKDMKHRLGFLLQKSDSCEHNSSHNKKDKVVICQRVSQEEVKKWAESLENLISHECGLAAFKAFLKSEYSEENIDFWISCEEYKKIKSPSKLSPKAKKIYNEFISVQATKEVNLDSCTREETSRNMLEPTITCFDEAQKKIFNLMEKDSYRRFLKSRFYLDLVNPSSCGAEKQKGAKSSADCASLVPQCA
MrgX1 agonist: agonists of human MrgX1 receptor, primary screen, HEK293 cells, Fluo-4 calcium flux; Mas-related G-protein coupled receptor member X1 (Homo sapiens), Q96LB2; Fluo-4 calcium fluorescence, agonist mode; stronger effect = higher value; B-score at 10 µM; actives 0.44% (n = 310,000);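 active means calcium response B-score plate-corrected fluorescence ratio at least 3 library SD, with starting fluorescence B-score inside 5 SD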
Target sequence (Q96LB2 whole entry, looked up): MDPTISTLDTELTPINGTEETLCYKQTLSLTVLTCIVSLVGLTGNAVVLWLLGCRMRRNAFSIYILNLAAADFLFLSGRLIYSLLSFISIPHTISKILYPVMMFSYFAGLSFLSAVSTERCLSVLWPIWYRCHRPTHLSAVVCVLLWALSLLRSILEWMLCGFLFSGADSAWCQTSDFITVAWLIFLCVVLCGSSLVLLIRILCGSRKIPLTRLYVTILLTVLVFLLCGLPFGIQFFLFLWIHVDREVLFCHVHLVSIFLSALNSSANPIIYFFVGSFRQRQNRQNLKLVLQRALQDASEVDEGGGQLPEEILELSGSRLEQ
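Material – MrgX1-expressing HEK293 cells · Input – 15,000 cells seeded per well · Dosing – compound as first of three additions · Times – overnight seeding, then 1 h dark dye loading · Measured by – kinetic Fluo-4 NW fluorescence of intracellular calcium · Read-out – B-scored fluorescence response ratio · Benchmarks – positive and negative control wells on each plate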
MrgX1 PAM: positive allosteric modulators of MrgX1, primary screen, HEK293 cells, Fluo-4 calcium flux; Mas-related G-protein coupled receptor member X1 (Homo sapiens), Q96LB2; B-score at 10 µM; actives 0.63% (n = 310,000); FDSS; stronger effect = higher value;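 active means plate-corrected calcium response at least 3 library SD above typical, normal starting fluorescence, not activating the receptor alone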;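 further: compound read alongside a low EC10 to EC30 dose of BAM8-22 agonist; peak minus trough fluorescence over baseline measured at the second addition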
* hit, by the source's call; i = inactive; / = no result given.

SMILES	ANO1 activ	TMEM16A inh	RGS4 pot	KCNK9 inh	KCNQ1 act	KCNQ1 inh	KCNK3 inh	hERG protect	RGS4 block	MrgX1 agonist	MrgX1 PAM
O=C(O)c1cc2nc3c(c(C(F)(F)F)n2n1)CCc1ccccc1-3	i	i	i	i	i	i	i	-9	i	i	i
Cc1cc(-c2ccccc2)nc(-c2ccccc2)c1C	i	i	i	i	i	i	i	-16	i	i	i
COc1ccc(OC)c(N(CC(=O)Nc2cccnc2)S(C)(=O)=O)c1	i	i	i	i	i	i	i	-3	i	i	i
CCCCC(=O)c1c(C)cc(C)[nH]c1=O	i	i	i	i	i	i	i	-9	i	i	i
O=C(N/N=C/c1ccsc1)c1cc(-c2ccncc2)nc2ccccc12	i	i	i	i	i	i	i	-7	i	i	i
COC(=O)CNC(=O)c1sc2ncn(CC(=O)Nc3ccc(C)c(Cl)c3)c(=O)c2c1C	i	i	i	i	i	i	i	-3	i	i	i
CCOC(=O)c1sc(Nc2ccc(F)cc2)nc1C	i	i	i	i	i	i	i	-8	i	i	i
COc1ccc(C(=O)Nc2nc(C)cs2)cc1S(=O)(=O)N1CCCC1	i	i	i	i	i	i	i	-11	i	i	i
CCCNC(=O)CSc1nccn1Cc1ccc(OC)cc1	i	i	i	i	i	i	i	-21	i	i	i
CCc1ccc(NC(=O)C(C)OC(=O)CCC(=O)c2cccs2)cc1 (configuration not stated)	i	i	i	i	i	i	i	-10	i	i	i
CC(C)Cn1c(SCC(=O)Nc2cc(Cl)c(Cl)cc2Cl)nc(O)cc1=O	i	i	i	i	i	i	i	-12	i	i	i
COc1ccc(CNc2nc3c(c(=O)[nH]c(=O)n3C)n2Cc2ccccc2C)cc1	i	i	i	i	i	i	i	-8	i	i	i
CCc1nc(SCC(=O)NC2CCCC2)c2c(=O)n(C)c(=O)n(C)c2n1	i	i	i	i	i	i	i	-2	i	i	i
Cc1ccc2c(COC(=O)C3=COCCO3)cc(=O)oc2c1	i	/	i	i	i	i	i	-11	i	/	/
Cc1ccc2c(cnn2C(=O)CCCC(=O)NCc2ccc(Cl)cc2)c1	i	i	i	i	i	i	i	-9	i	i	i
Cc1nnc(SCc2cccc([N+](=O)[O-])c2)[nH]c1=O	i	i	i	i	i	i	i	-5	i	i	i
Cc1c(C(c2cccs2)c2c(C)n(C)n(-c3ccccc3)c2=O)c(=O)n(-c2ccccc2)n1C	i	i	i	i	i	i	i	-6	i	i	i
CC(Oc1ccc(Cl)cc1Cl)C(=O)NC(=S)N1CCc2ccccc21 (configuration not stated)	i	i	i	i	9*	i	i	28*	i	i	i
Cc1ccc(C(=O)N/C(=C\c2cccs2)C(=O)NCCCN2CCOCC2)cc1	i	i	i	i	i	i	i	-9	i	i	i
S=C(NC1CCCCC1)NC1CC2C=CC1C2 (configuration not stated)	i	i	i	i	i	i	i	-6	i	i	i
Cc1cc2c(cc1S(=O)(=O)NCc1ccccc1)OCC(=O)N2	i	i	i	i	i	i	i	-9	i	i	i
COc1cc(/C=C/C(=O)NCCn2c(C)cc3ccccc32)cc(OC)c1OC	i	i	i	i	i	i	i	-14	i	i	i
O=C(Nc1ccccc1)c1nc2ccccc2s1	i	i	i	i	i	i	i	-10	i	i	i
CC1(C)C2CCC1(C)C(OC(=O)C[n+]1ccccc1N)C2 (configuration not stated)	i	i	i	i	i	i	i	-12	i	i	i
COc1ccc(-c2nnc(SCc3ccccn3)n2C)cc1	i	i	i	i	i	i	i	-9	i	i	i

Carrying on:
SMILES	ANO1 activ	TMEM16A inh	RGS4 pot	KCNK9 inh	KCNQ1 act	KCNQ1 inh	KCNK3 inh	hERG protect	RGS4 block	MrgX1 agonist	MrgX1 PAM
NC(=O)c1ccc[n+](CC(=O)NCc2ccc(Cl)cc2)c1	i	i	i	i	i	i	i	-4	i	i	i
COc1ccc(NS(=O)(=O)c2ccc(N3CCOCC3)c(NC(=O)c3ccccc3Br)c2)cc1	i	i	i	i	i	i	i	-14	i	i	i
CCc1nnc(NC(=O)Cc2sc(C)nc2-c2ccc(C)cc2)s1	i	i	i	i	i	i	i	-13	i	i	i
COc1cc(OC)cc(C2=NCCN2)c1	i	i	i	i	i	i	i	-9	i	i	i
Cc1ccc(-c2nn(CC(=O)NCc3ccco3)c(=O)c3ccccc23)cc1	i	i	i	i	i	i	i	-3	i	i	i
O=C(Nc1cc(Cl)ccc1-n1cncn1)c1cc(S(=O)(=O)N2CCOCC2)ccc1F	i	i	i	i	i	i	i	-12	i	i	i
CCCOc1ccc(/C(O)=C2/C(=O)C(=O)N(CCCn3ccnc3)C2c2ccc(C)o2)cc1 (configuration not stated)	i	i	i	i	i	i	i	-6	i	i	i
COc1cnc(-c2ccccn2)nc1Oc1ccccc1	i	i	i	i	i	i	i	-7	i	i	i
Clc1ccc(C2NCCc3sccc32)cc1 (configuration not stated)	i	i	i	i	i	i	i	-12	i	i	i
COc1ccc(NC(=O)C#Cc2ccccc2)cc1OC	i	i	i	i	i	i	i	-5	i	i	i
CCN(CC)S(=O)(=O)c1ccc(OC)c(NC(=O)COc2ccc3c(C)cc(=O)oc3c2)c1	i	i	i	i	i	i	i	-11	i	i	i
Cc1ccc(CNC(=O)N2CCN(c3ccc(C)cc3)CC2)cc1	i	i	i	i	i	i	i	-8	i	i	i
CCOC(=O)c1c(NC(=O)CSc2nnc(C)s2)sc2c1CCC(CC)C2 (configuration not stated)	i	i	i	i	i	i	i	-5	i	i	i
O=C(Nc1ccc(Cl)cc1)c1ccc(-c2ccccn2)s1	i	i	i	i	i	i	i	-3	i	i	i
C=CCOc1ccc(-c2nc3c(c(=O)[nH]c(=O)n3CCC)n2CCCC)cc1	i	i	i	i	i	i	i	1	i	i	i
Cc1ccc(/C(O)=C2\C(=O)C(=O)N(CC(C)O)C2c2ccccn2)cc1 (configuration not stated)	i	i	i	i	i	i	i	1	i	i	i
Cn1cc(C(=O)N/N=C/c2cccc([N+](=O)[O-])c2)c2ccccc21	i	i	i	i	i	i	i	-6	i	i	i
COc1cccc(CC(NC(C)=O)C(=O)NC2CCN(C(=O)C3CC3)CC2)c1OC (configuration not stated)	i	i	i	i	i	i	i	-7	i	i	i
O=C(Sc1ccccc1)c1cccc(Cn2cc(C(F)(F)F)ccc2=O)c1	i	i	i	i	i	i	i	-6	i	i	i
COc1ccc(Cl)cc1S(=O)(=O)N1CCC(C(=O)NC2CC2)CC1	i	i	i	i	i	i	i	-7	i	i	i
NC(=O)Cc1ccc2sc(-c3ccccc3)nc2c1	i	/	i	i	i	i	i	-7	i	/	/
Cc1cc(-c2ccccc2)n2ncnc2n1	i	i	i	i	i	i	i	1	i	i	i
O=C(Nc1ccc(-c2cnco2)cc1)c1ccccc1	i	i	i	i	i	i	i	-1	i	i	i
Cn1c2ccccc2c2cc(/C=N/NC(=O)c3ccc(O)cc3O)ccc21	i	i	i	i	i	i	i	-18	i	i	i
COC(=O)C1=C(C(=O)c2ccccc2)C(c2ccccc2)n2nnnc2N1 (configuration not stated)	i	i	i	i	i	i	i	-1	i	i	i

(next part)
SMILES	ANO1 activ	TMEM16A inh	RGS4 pot	KCNK9 inh	KCNQ1 act	KCNQ1 inh	KCNK3 inh	hERG protect	RGS4 block	MrgX1 agonist	MrgX1 PAM
O=C(CN1CCOCC1)NCc1cc([N+](=O)[O-])ccc1O	i	i	i	i	i	i	i	-11	i	i	i
CCCCn1c(N)c(N(CC(C)C)C(=O)C2CC(=O)N(c3ccc(CC)cc3)C2)c(=O)[nH]c1=O (configuration not stated)	i	i	i	i	i	i	i	-10	i	i	i
O=C(CCC(=O)N1CCOCC1)Nc1nnc(C2CCCCC2)s1	i	i	i	i	i	i	i	-13	i	i	i
CN1C(=O)C(CC(=O)NC2CCCCC2)SC1=Nc1ccccc1 (configuration not stated)	i	i	i	i	i	i	i	-4	i	i	i
O=C1CN(S(=O)(=O)c2cc(Cl)ccc2Cl)CCN1	i	i	i	i	i	i	i	-11	i	i	i
CCN(CC)C(=O)C1CCC(CNS(=O)(=O)c2cccc3cccnc23)CC1 (configuration not stated)	i	i	i	i	i	i	i	-6	i	i	i
CCCN1CCN(CCCNC(=O)CN2C(=O)c3cccnc3Oc3ccc(Cl)cc32)CC1	i	i	i	i	i	i	i	-8	i	i	i
CCOc1ccc2nc(NC(=O)C34CC5CC(CC(NC(C)=O)(C5)C3)C4)sc2c1	i	i	i	i	i	i	i	-12	i	i	i
CCc1ccc(OC(C)C(=O)Nc2ccccc2C(=O)N2CCOCC2)cc1 (configuration not stated)	i	i	i	i	i	i	i	-8	i	i	i
NC(=O)c1ncc(C(F)(F)F)cc1Oc1cccnc1	i	i	i	i	i	i	i	-3	i	i	i
NC(=O)c1ccc2c(=O)n3c(-c4cccs4)csc3nc2c1	i	i	i	i	i	i	i	-5	i	i	i
CCCCCC(=O)Cc1cc(O)cc2c1C(=O)Oc1cc(O)c(C(=O)O)c(CCCCC)c1O2	/	25*	i	i	i	i	/	-12	i	i	i
O=C(c1cc(-c2cccc(Cl)c2)on1)N1CCCC1	i	i	i	i	i	i	i	-4	i	i	i
N#Cc1c(-c2ccco2)c2c([nH]c1=S)CCCC2	i	i	i	i	i	i	i	3	i	i	i
COc1cc(OC)c(OC)cc1/C=C1/Cc2ccccc2C1=O	i	i	i	i	i	i	i	-13	i	i	i
O=C(COC(=O)c1ccc2c(c1)S(=O)(=O)c1ccccc1C2=O)NC1CC1	i	i	i	i	i	i	i	-9	i	i	i

Rows were taken by chance; any-hit rate near 6.3%.
